# Xi reactivation – activators of X-chromosome reactivation in mouse fibroblasts. XiGFP mouse fibroblasts, % GFP-positive cells imaging, 3 d; cells co-treated with 5-aza-dC sensitizer; scaled so ellipticine positive control = 100%. activation, % at 7.58 µM. 360,000 tested, 0.055% active;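 active = mean normalized replicate activation at least 10% and every replicate at or above 10%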;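 note: 0% = median of on-plate neutral control wells and 100% = ellipticine 6 µM median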
#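 System: XiGFP fibroblasts, SV40-immortalized. Medium: DMEM plus 5-aza-dC sensitizer. Doses: single point. Timing: 3 d treatment, 15 min room-temperature fixation. Control set: ellipticine 6 µM.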
# RAD52 inh – inhibitors of human RAD52 DNA annealing. P43351. recombinant RAD52 DNA annealing, FRET fluorescence. inhibition, % at 18.7 µM. 360,000 tested, 0.46% active. AID 651710;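 active = every replicate showing at least 50% inhibition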
# esBAF inh – SWI/SNF esBAF complex inhibition. 350,000 tested, 2% active. mouse ES cells, Bmi1-luciferase knock-in reporter, 24 h; 100% = twice the neutral-well signal. reporter increase, % at 12.5 µM; in the data active = activation above about 40%;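 note: 0% = median of the plate's neutral control wells and 100% = double that signal; a rise in the Bmi1 reporter signal indicates esBAF inhibition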
# INS-1E GSIS act – primary screen for activators of insulin secretion dependent on glucose, INS-1E cells, GLuc reporter luminescence | INS-1E GLuc reporter insulin secretion, 2-3 h | activation, % at 16.6 µM | 370,000 tested, 0.61% active | AID 743287;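 active = lowest replicate activation of at least 40%, so every replicate reaches that level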;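 note: 0% = median of neutral control wells and 100% = median of IBMX positive control wells; some compounds called inactive have numbers as strong as hits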
# ARNT TACC3 PPI – ARNT/TACC3 interaction disruption; 390,000 tested, 0.66% active; AID 623870; inhibition, % at 9.99 µM; Q9Y6A5; AlphaScreen His-ARNT PAS-B/GST-TACC3 binding, luminescence; TACC3 fragment carries E629A point mutation;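 active = mean inhibition of replicates at least 50% and at least half of replicates each reaching 50%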;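 note: 0% = complete ARNT plus TACC3 wells and 100% = ARNT alone without TACC3; many hits fall short of the cut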
# F508del corr – correctors of CFTR F508del function in bronchial epithelial cells; CFBE cells, YFP halide quenching; stimulated with forskolin plus potentiator P3; % fluorescence drop versus neutral controls; activity (quench increase), % at 7.58 µM; 350,000 tested, 0.36% active; AID 720511;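 active = mean added fluorescence quench of at least 8% versus neutral control, with both replicates also reaching 8%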;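 note: cells transiently co-express mutant CFTR-F508del with the halide-sensitive YFP; corrector assay measuring rescue of mutant channel to the surface after 24 h compound exposure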
# ERAP1 HTS inh – ERAP1 (human) enzyme inhibition; Q9NZ08; recombinant ERAP1, Leu-AMC fluorescence, 60 min; inhibition, % at 10.7 µM; 340,000 tested, 0.15% active;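 active = mean replicate inhibition of at least 30%, or all replicates individually reaching that 30% level; inactive = mean below 30% and not every replicate reaching it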;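 note: 0% = neutral control wells and 100% = L-leucinethiol positive control wells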
# Target sequence (Q9NZ08 whole entry, looked up): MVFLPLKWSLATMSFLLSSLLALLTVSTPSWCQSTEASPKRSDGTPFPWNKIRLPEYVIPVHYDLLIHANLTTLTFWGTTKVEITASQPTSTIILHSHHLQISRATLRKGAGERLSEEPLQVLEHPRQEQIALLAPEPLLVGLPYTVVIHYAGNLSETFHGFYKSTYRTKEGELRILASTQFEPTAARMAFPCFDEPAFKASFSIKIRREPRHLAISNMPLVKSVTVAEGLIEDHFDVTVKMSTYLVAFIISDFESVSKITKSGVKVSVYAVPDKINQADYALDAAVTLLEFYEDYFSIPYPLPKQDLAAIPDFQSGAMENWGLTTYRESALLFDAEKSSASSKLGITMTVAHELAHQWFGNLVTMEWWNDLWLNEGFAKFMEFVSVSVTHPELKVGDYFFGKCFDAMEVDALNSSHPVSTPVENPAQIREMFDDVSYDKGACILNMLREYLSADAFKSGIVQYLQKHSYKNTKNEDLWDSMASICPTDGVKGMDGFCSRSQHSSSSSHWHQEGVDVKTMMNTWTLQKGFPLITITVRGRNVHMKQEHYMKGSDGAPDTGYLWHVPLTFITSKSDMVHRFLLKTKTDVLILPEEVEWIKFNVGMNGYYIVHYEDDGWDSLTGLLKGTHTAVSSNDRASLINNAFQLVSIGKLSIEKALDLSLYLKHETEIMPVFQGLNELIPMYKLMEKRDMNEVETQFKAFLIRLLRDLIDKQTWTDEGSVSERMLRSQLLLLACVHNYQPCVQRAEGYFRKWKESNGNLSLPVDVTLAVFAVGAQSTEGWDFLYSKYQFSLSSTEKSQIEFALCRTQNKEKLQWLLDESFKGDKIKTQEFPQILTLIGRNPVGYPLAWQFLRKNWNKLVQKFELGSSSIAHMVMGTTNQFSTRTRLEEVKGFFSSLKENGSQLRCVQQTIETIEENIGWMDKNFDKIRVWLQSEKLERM
# RAD54 branch – RAD54 (human) branch migration inhibition. Q92698. RAD54 Holliday junction branch migration, FAM/BHQ fluorescence. inhibition, % at 10.4 µM. 360,000 tested, 0.14% active. AID 602329;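 active = mean normalized replicate activity at least 40 and at least half of replicates scoring 40 or more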;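 note: 0% = median of neutral control wells and 100% = median of positive control wells; inhibitors cause a drop in the FAM fluorescence signal; in these data hits start at about 50%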
# The depositor's hits bear a star; · = not tested or not shown.
SMILES,Xi reactivation,RAD52 inh,esBAF inh,INS-1E GSIS act,ARNT TACC3 PPI,F508del corr,ERAP1 HTS inh,RAD54 branch
CCCCN(C(=O)c1cccs1)C1CCS(=O)(=O)C1 (configuration not stated),-0.1,-12,-7,20,0,0.8,-2,-5
O=C(C[C@H]1C=C[C@H](NC(=O)Nc2ccc(F)cc2)[C@H](CO)O1)NCc1cccc(F)c1,0.1,1,-5,14,-3,0.1,0,0
CN(C)CCN(C(=O)c1ccc2c(c1)CCCC2)c1nc2c(F)cccc2s1,0.1,-3,20,-22,17,1.8,3,-9
COc1ccc(Cn2c(-c3ccc(OC)cc3)nc3ccccc32)cc1,·,4,·,-16,22,-1.8,-4,·
Cc1cc(=O)oc2cc(OCC3CC(c4ccc(Cl)cc4)=NO3)ccc12 (configuration not stated),·,·,-2,-51,-4,·,·,5
O=C(CSc1nnc(COc2cccc3cccnc23)o1)c1ccc(F)cc1,·,-5,-8,-1,-10,3.5,1,-19
CCS(=O)(=O)N1CCCCN2[C@H](CO)[C@@H](c3ccc(-c4ccc(C#N)cc4)cc3)[C@@H]2C1,0.3,-105,1,25,-4,-4.7,0,4
Cc1ccc(CCNC(=O)C2CCN(S(=O)(=O)c3ccc4c(c3)NC(=O)CO4)CC2)cc1,0.0,-1,1,-10,-2,1.2,1,-7
CNC[C@H]1Oc2ncc(-c3ccccc3C)cc2C(=O)N([C@@H](C)CO)C[C@@H]1C,0.1,-22,-1,-15,7,-0.5,0,11
CC1=C(C(=O)N2CCOCC2)CC(CC(=O)NCc2cccc3ccccc23)C(=O)N1Cc1ccc(F)cc1 (configuration not stated),0.1,-6,0,-27,·,-0.5,·,-4
CC(C)CNC(=O)C(=O)NCc1ccccn1,0.0,-1,·,17,-5,-1.9,1,·
CC(=O)Nc1ccc(S(=O)(=O)NCCC(=O)OCC(=O)c2ccc(F)c(F)c2)cc1,-0.1,6,0,-5,2,1.8,1,-12
CCOc1ccc(C(=O)NCc2cccnc2)cc1[N+](=O)[O-],0.0,-3,·,14,-5,1.1,1,·
CO[C@H]1CN(C)C(=O)c2cc(NC(=O)c3cccc(F)c3)ccc2OC[C@@H](C)N(C(C)=O)C[C@@H]1C,0.0,·,0,25,·,0.4,·,·
CCCCc1nc(Cl)c(C#N)c2c1CSC(C)(C)C2,0.1,-9,·,12,·,0.7,2,·

# Limited to F508del corr, INS-1E GSIS act and RAD52 inh, for some of the entries so far:
structure | F508del corr | INS-1E GSIS act | RAD52 inh
CCS(=O)(=O)N1CCCCN2[C@H](CO)[C@@H](c3ccc(-c4ccc(C#N)cc4)cc3)[C@@H]2C1 | -4.7 | 25 | -105
Cc1ccc(CCNC(=O)C2CCN(S(=O)(=O)c3ccc4c(c3)NC(=O)CO4)CC2)cc1 | 1.2 | -10 | -1
CNC[C@H]1Oc2ncc(-c3ccccc3C)cc2C(=O)N([C@@H](C)CO)C[C@@H]1C | -0.5 | -15 | -22
CC1=C(C(=O)N2CCOCC2)CC(CC(=O)NCc2cccc3ccccc23)C(=O)N1Cc1ccc(F)cc1 (configuration not stated) | -0.5 | -27 | -6
CC(C)CNC(=O)C(=O)NCc1ccccn1 | -1.9 | 17 | -1
CC(=O)Nc1ccc(S(=O)(=O)NCCC(=O)OCC(=O)c2ccc(F)c(F)c2)cc1 | 1.8 | -5 | 6

# (listing goes on)
SMILES,Xi reactivation,RAD52 inh,esBAF inh,INS-1E GSIS act,ARNT TACC3 PPI,F508del corr,ERAP1 HTS inh,RAD54 branch
COc1cc2c(cc1OC)C(c1cccs1)N(C(=O)c1ccncc1)CC2 (configuration not stated),0.0,-10,·,5,·,2.9,0,·
CCCN1[C@@H]2c3ccc(C4=CCCC4)c(=O)n3C[C@@H]2[C@@H](CO)[C@@H]1C(=O)NCc1ccccn1,0.4,-107,2,0,21,·,2,0
COC(C[C@@H](O)C[C@H](O)[C@@H](C)OCc1ccccc1)OC,0.0,-8,-2,9,2,1.6,-3,-4
CCCOC(=O)c1ccc(S(N)(=O)=O)o1,0.2,·,·,-3,1,·,·,-8
Cc1ccc(NS(=O)(=O)c2cccc(C(=O)N3CCCCCCC3)c2)cc1,-0.1,0,·,-32,·,1.5,1,·
C[C@H]1CN([C@@H](C)CO)C(=O)c2cc(C3=CCCC3)cnc2O[C@@H]1CN(C)Cc1cccc(F)c1,-1.0,20,-4,-19,0,-4.1,-2,-9
O=C1CC(c2ccccc2)Cc2nc(NC3CC3)ncc21 (configuration not stated),-0.1,6,·,11,1,2.2,-3,·
C[C@H]1CN([C@@H](C)CO)C(=O)c2cccc(NC(=O)Nc3cccc4ccccc34)c2O[C@H]1CN(C)C(=O)Nc1ccc(C(F)(F)F)cc1,0.0,-13,·,21,·,3.8,1,·
O=NN(CC(=O)NN=CC=Cc1ccccc1)CC(=O)NN=CC=Cc1ccccc1,0.2,-1,6,5,·,-2.4,6,10
O=C(CN1CCOCC1)N[C@H]1CC[C@@H](CCNC(=O)C2CCC2)O[C@@H]1CO,-1.0,-2,1,-2,-2,1.1,-2,2
OCC[C@H]1C[C@H](O)[C@@H](O)[C@@]2(CCCCO2)O1,-0.3,-2,-1,-7,-5,-0.2,4,-4
COc1ccc(NC(=O)Nc2ccc3c(c2)C(=O)N([C@@H](C)CO)C[C@H](C)[C@@H](CN(C)Cc2ccc(Oc4ccccc4)cc2)O3)cc1,-0.9,-4,-1,0,7,-3.5,-6,-19
CC1=C(C(=O)O)N2C(=O)C(NC(=O)c3ccccc3Cl)C2SC1 (configuration not stated),0.0,-13,-5,3,-3,-2.2,-1,11
Cc1ccc(NC(=O)c2oc3ccc(S(=O)(=O)N4CCC5(CC4)OCCO5)cc3c2C)cc1C,0.0,-3,0,6,-19,4.1,-3,·
CCNc1nc(NCC)n2c(SCC(=O)NCC3CCCCC3)nnc2n1,0.4,-14,·,9,·,3.0,-2,·
COc1cc(C(=O)Oc2ccccc2OC(=O)c2cc(OC)c(OC)c(OC)c2)cc(OC)c1OC,0.0,-3,1,7,1,-2.1,-6,·
Cc1ccc(NC(=O)COC(=O)COc2cccc3c2OC(C)(C)C3)c(C)c1,0.0,-10,-11,-11,-6,-0.6,-3,·
O=C(NC(Cc1ccccc1)c1ccc2c(c1)OCCCO2)c1ccccc1 (configuration not stated),·,·,-4,2,-7,·,·,-2
COCC(=O)N(C)C[C@H]1Oc2cc(C#Cc3ccccc3)ccc2S(=O)(=O)N([C@@H](C)CO)C[C@H]1C,0.1,-22,-6,21,-9,-1.9,-4,-3
COc1ccc(N2CCN(S(=O)(=O)CCNC(=O)/C=C/c3ccc4c(c3)OCO4)CC2)cc1,0.1,-5,·,25,0,3.5,-1,4
CCn1cc(C2=NC(C)(C)CO2)c2ccccc21,·,2,3,11,-1,2.0,-3,-1
Cc1ccc(SCc2ccc(C(=O)Nc3cc([N+](=O)[O-])ccc3C)cc2)cc1,·,·,-2,6,-1,·,·,8
CC1(C(=O)NS(=O)(=O)C2CC2)CCCN(C(=O)c2cccc(C(F)(F)F)c2)C1 (configuration not stated),0.0,-42,4,15,·,-0.9,3,-1
Cc1cccc(-n2c(-c3ccoc3C)n[nH]c2=S)c1,0.0,-12,·,4,-7,·,10,·
COc1ccc(CN(CC(=O)NCc2ccc3c(c2)OCO3)C(=O)c2csnn2)cc1,1.0,-7,-5,-13,-1,1.9,3,-11
CC1=C(/C=C/C(C)=C/C=C/C(C)=C\C(=O)O)C(C)(C)CCC1,-0.1,-19,-9,·,-3,-1.5,-2,-1
Cc1cccc(C)c1NC(=O)NN=C1CCCCC1,0.0,-8,·,25,-2,0.1,4,7
CCCCCC(=O)N1C[C@H](n2cc(COC(=O)c3ccccc3)nn2)[C@@H](O)C[C@@H]1c1ccccc1,0.3,-1,-2,-33,·,-1.9,·,-4
O=C(C[C@@H]1C=C[C@@H](NC(=O)C2CCOCC2)[C@@H](CO)O1)NCc1ccccc1Cl,-0.1,-16,·,16,·,1.5,1,·
COc1cccc(-c2cnc3c(NC(C)=O)cc(-c4cc(F)ccc4OC)cn23)c1,0.0,-25,-2,9,·,9.3*,1,-6

# 2 records picked at random from the list so far, as already listed:
SMILES,Xi reactivation,RAD52 inh,esBAF inh,INS-1E GSIS act,ARNT TACC3 PPI,F508del corr,ERAP1 HTS inh,RAD54 branch
CCCCCC(=O)N1C[C@H](n2cc(COC(=O)c3ccccc3)nn2)[C@@H](O)C[C@@H]1c1ccccc1,0.3,-1,-2,-33,·,-1.9,·,-4
Cc1cccc(-n2c(-c3ccoc3C)n[nH]c2=S)c1,0.0,-12,·,4,-7,·,10,·

# Structural class: those above with a nitro group on carbon
SMILES,Xi reactivation,RAD52 inh,esBAF inh,INS-1E GSIS act,ARNT TACC3 PPI,F508del corr,ERAP1 HTS inh,RAD54 branch
CCOc1ccc(C(=O)NCc2cccnc2)cc1[N+](=O)[O-],0.0,-3,·,14,-5,1.1,1,·
Cc1ccc(SCc2ccc(C(=O)Nc3cc([N+](=O)[O-])ccc3C)cc2)cc1,·,·,-2,6,-1,·,·,8

# Following part.
SMILES,Xi reactivation,RAD52 inh,esBAF inh,INS-1E GSIS act,ARNT TACC3 PPI,F508del corr,ERAP1 HTS inh,RAD54 branch
CCCn1nc(C(=O)Nc2nnc(C3CC3)s2)c2ccccc2c1=O,0.3,-3,-4,12,19,-0.2,-1,13
CCC(=O)Nc1ccc(-c2nc3ccccc3c(=O)o2)cc1,0.0,-17,·,150,27,2.1,-2,·
COc1ccc(Cl)cc1NC(=O)CN(C)C(=O)CCSc1ccc(C)cc1,0.4,-3,5,-39,-8,0.3,-2,-6
C[C@@H]1CN([C@H](C)CO)C(=O)c2cccc(NS(=O)(=O)c3ccc(F)cc3)c2O[C@H]1CN(C)S(=O)(=O)c1ccc(Cl)cc1,-0.4,-5,-1,15,-2,-3.3,2,5
CC(=O)Nc1cccc(C(=O)OC(C)C(=O)NCc2ccc3c(c2)OCO3)c1 (configuration not stated),0.1,-5,-6,-1,1,3.0,2,-1
[2H]C(CCOS(N)(=O)=O)c1ccc(C(C)(C)C)cc1 (configuration not stated),0.2,-3,14,-17,-3,3.7,-2,2
O=C1CCC([N+](=O)[O-])C(c2ccc(Cl)cc2Cl)N1 (configuration not stated),·,·,0,24,1,·,·,-5
CCOc1ccc(C(=O)COC(=O)c2cc([N+](=O)[O-])ccc2N2CCOCC2)cc1,0.2,-22,·,4,7,5.2,2,·
COc1cc2c(cc1OC)C(c1c(Cl)cccc1Cl)=NCC2,-0.1,-8,·,-7,·,4.1,-1,·
Cc1ccc(S(=O)(=O)Nc2ccc3c(c2)C(=O)N([C@@H](C)CO)C[C@@H](C)[C@@H](CN(C)C(=O)NC(C)C)O3)cc1,0.2,-7,-4,19,·,1.6,-1,-9
N#Cc1c(-c2ccc([N+](=O)[O-])cc2)nc2n(c1=O)CCS2,0.1,-8,-3,-10,4,6.3,-1,4
O=C(NCC(=O)N1CCN(C(=O)c2ccccc2)CC1)c1ccccc1,-0.4,-10,6,0,·,-1.8,0,-11
N#Cc1nc(-c2ccccc2)oc1NCC1CCCO1 (configuration not stated),0.1,-12,·,·,-8,·,-4,·
COc1cccc(C2CC(c3ccc(Cl)cc3)Nc3nc(N)nn32)c1 (configuration not stated),0.3,-4,4,11,3,0.4,·,-2
CCn1ncc(Cl)c1C(=O)NC(=S)Nc1c(C)cc(C)cc1[N+](=O)[O-],0.2,·,·,-16,9,·,·,10
COc1ccc(C(=O)NNC(=S)NC(=O)c2ccccc2)cc1,0.0,-6,3,·,8,-7.2,0,-6
CN(C)/C=C(\C#N)S(=O)(=O)c1ccc(Cl)cc1,0.1,-29,·,20,-1,1.4,·,-6
Cc1ccc(C)c(OCC(=O)N/N=C\c2cccn2C)c1,0.0,-6,·,-24,·,1.1,12,·

# High-throughput results as filed in PubChem BioAssay.

# Random draw from the library; 3.3% or so of the library scored in one or more.
